UBC9 SUMO inh: blocks human SUMOylation mediated by UBC9; inhibition, % at 35 µM; HTRF SUMOylation assay, SAE1/SAE2 + UBC9, in vitro; AID 2006; 0.36% of 290,000 active; P63279; in the data active = inhibition above about 50%, passing the limit was not always enough; note: strong numbers were not always called active
Target sequence (P63279 whole entry, looked up): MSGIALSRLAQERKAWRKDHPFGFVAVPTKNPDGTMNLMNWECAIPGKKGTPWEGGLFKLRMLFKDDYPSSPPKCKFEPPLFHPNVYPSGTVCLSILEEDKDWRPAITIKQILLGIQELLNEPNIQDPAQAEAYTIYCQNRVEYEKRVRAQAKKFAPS
p-CIP stab down: compounds decreasing mouse p/CIP protein stability; Q05BA5; F442A p/CIP-EGFP cells, EGFP fluorescence, 16 h; decrease of EGFP signal, % at 10 µM; 0.01% of 290,000 active; AID 1984;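 active = EGFP signal decrease of at least 30% at 10 µM or well 3 SD below plate mean, unless failing retest; inactive = the rest, including hits failing retest or dose response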; note: some compounds called inactive have numbers as strong as hits; many of its hits are not listed in these tables
PHOSPHO1 block: inhibitors of human PHOSPHO1 phosphatase | recombinant PHOSPHO1, absorbance phosphatase assay | AID 1565 | Q8TCT1 | inhibition, % at 13.3 µM | 1.1% of 290,000 active; in the data active = inhibition above about 60%
Target sequence (Q8TCT1 whole entry, looked up): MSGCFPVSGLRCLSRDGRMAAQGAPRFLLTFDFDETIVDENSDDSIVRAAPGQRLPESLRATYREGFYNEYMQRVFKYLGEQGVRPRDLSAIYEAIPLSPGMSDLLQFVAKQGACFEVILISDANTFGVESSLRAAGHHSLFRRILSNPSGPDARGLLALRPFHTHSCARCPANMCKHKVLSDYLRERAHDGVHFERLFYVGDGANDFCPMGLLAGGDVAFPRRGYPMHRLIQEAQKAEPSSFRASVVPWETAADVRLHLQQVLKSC
HCV NS3 hel inh: HCV NS3 helicase inhibition; inhibition, % at 10.9 µM; 0.56% of 290,000 active; AID 1800; NS3 helicase DNA unwinding, Cy5 molecular beacon fluorescence;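 active = inhibition above the mean of all tested compounds plus 3 SD, set per campaign, cut at about 35% in these data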;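 note: 0% = DMSO wells and 100% = thioflavine S control wells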
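System: HCV NS3 helicase fragment; control set: DMSO and thioflavine S; technique: Cy5 fluorescence at 0 and 60 min, beacon hairpin quenching; reagent: beacon DNA duplex substrate plus ATP; replicates: singlicate; schedule: 1 h reaction at 25 °C, ATP-initiated; medium: MOPS buffer pH 6.5 with MgCl2, DTT, Tween20, BSA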
VIM-2 inhibitor: blocks Pseudomonas aeruginosa VIM-2 metallo-beta-lactamase; purified VIM-2, nitrocefin hydrolysis, epi-absorbance fluorescence; inhibition, % at 5.6 µM; 0.89% of 290,000 active;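 active = inhibition above the mean of all tested compounds plus 3 SD, cutoff set per screening run, cut at about 7.5% in these data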;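 note: red hydrolysis product quenches plate fluorescence so inhibitors raise well fluorescence; 0% = enzyme with DMSO and 100% = DMSO without enzyme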
MEKK3 PB1 HTS: raises or lowers MEK5 binding to the human MEKK3 PB1 domain | 1.4% of 290,000 active | bead-based flow cytometry, Alexa488-MEK5 binding to MEKK3; actives lie on both sides; 0 = blocked by unlabeled MEK5, 100 = vehicle | AID 1529 | Q99759 | binding response (% of control), % at 10 µM;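 active = binding response more than 3 SD above or below the average of its plate-row segment, actives on both sides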;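 note: Alexa488 bead fluorescence after subtracting the streptavidin-only scavenger bead signal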
Target sequence (Q99759 whole entry, looked up, the tested form may be a part): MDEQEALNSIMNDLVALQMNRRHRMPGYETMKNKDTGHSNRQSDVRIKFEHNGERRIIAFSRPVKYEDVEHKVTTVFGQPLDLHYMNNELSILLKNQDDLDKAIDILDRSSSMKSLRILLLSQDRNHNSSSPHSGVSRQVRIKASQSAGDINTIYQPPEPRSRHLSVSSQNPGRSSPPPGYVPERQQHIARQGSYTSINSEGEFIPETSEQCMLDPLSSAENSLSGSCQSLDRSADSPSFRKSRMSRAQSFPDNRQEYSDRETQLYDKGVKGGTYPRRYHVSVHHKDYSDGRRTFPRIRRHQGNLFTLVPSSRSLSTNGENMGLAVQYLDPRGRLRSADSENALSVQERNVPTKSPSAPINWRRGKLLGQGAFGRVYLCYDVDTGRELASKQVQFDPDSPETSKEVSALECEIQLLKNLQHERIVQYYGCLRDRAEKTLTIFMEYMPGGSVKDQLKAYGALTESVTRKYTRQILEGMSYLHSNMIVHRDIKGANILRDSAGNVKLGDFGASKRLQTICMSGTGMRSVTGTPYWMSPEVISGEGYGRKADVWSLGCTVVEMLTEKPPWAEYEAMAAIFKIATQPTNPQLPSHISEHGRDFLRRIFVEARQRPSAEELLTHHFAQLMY
IMP-1 inh: inhibitors of Pseudomonas aeruginosa IMP-1 metallo-beta-lactamase; purified IMP-1, nitrocefin hydrolysis, epi-absorbance fluorescence; inhibition, % at 5.6 µM; 0.45% of 290,000 active; AID 1556;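 active = inhibition above the mean plus 3 SD of all compounds in the same screening run, cut at about 4.5% in these data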;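 note: 0% = IMP-1 with DMSO and 100% = DMSO wells lacking enzyme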
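System: purified recombinant IMP-1 beta-lactamase. Medium: Zinc- and detergent-supplemented HEPES buffer, pH 7.1. Compound: one 5.6 µM dose […]. Schedule: 15 min preincubation plus 25 min reaction at 25 °C. Technique: Epi-absorbance fluorescence, 480 nm excitation, 530 nm emission.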
IDE cell activ: activators of human insulin-degrading enzyme in cells | P14735 | HEK cells, FAbeta-B cleavage, fluorescence polarization; 0% vehicle, 100% cell-free pure enzyme wells | activation, % at 5.96 µM | 0.073% of 340,000 active | AID 493087;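 active = activation above the mean of all tested compounds plus 3 SD, set per screening campaign, cut at about 17% in these data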
FID counter: displaces DNA intercalator in HCV helicase counter-screen; DNA fluorescent intercalator displacement, fluorescence; inhibition, % at 7.9 µM; 0.17% of 290,000 active; in the data active = inhibition above about 37%;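 note: 0% = vehicle and 100% = reference compound; higher means more ethidium bromide displaced from hairpin DNA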
* marks the source's active call; other numbers are inactive results; . = no result given; & = joins results of further samples. Only part of the results is shown; the hit share may differ from the screen's.

SMILES | UBC9 SUMO inh | p-CIP stab down | PHOSPHO1 block | HCV NS3 hel inh | VIM-2 inhibitor | MEKK3 PB1 HTS | IMP-1 inh | IDE cell activ | FID counter
CN(C(=O)Oc1ccc(C(=O)c2ccc(Cl)cc2)cc1)c1ccccc1 | -5 | 2 | -17 | 0 | -3.6 | 100 | -4.5 | 2 | 1
Cc1cccc(CNCCc2ccccc2)n1 | 2 | -4 | -9 | 7 | -2.0 | 100 | -2.6 | 2 | -1
Cc1cccc(CS(=O)(=O)Cc2ccc(C(=O)N3CCC4(CC3)OCCO4)o2)c1 | 8 | -9 | -31 | -2 | -2.1 | 101 | -2.4 | 1 | -15
O=C(Cc1ccccc1)Oc1cccc(N2C(=O)CCC2=O)c1 | 0 | 3 | -3 | 0 | -1.8 | 97 | -2.9 | 3 | -7
CC12CN3CC(C)(CN(C1)C3c1cccnc1)C2=O (centres undefined) | 4 | -9 | -6 | 5 | -2.8 | 105 | -3.0 | 0 | -6
O=c1[nH]c(=O)n(Cc2ccc(F)cc2)c(O)c1C=NCCCN1CCOCC1 | -6 | 12 | -24 | -5 | -1.1 | 99 | -2.5 | -7 | -1
COc1ccc2[nH]c3c(c2c1)CCNC3C (centres undefined) | 2 | -2 | 19 | 0 | -1.9 | 103 | -2.3 | 1 | -1
Cc1cc(/C=C2/C(=O)NC(=O)N(c3ccc(Br)cc3)C2=O)c(C)n1C | 29 | -11 | 32 | 18 | 0.3 | 95 | -2.5 | 0 | -8
O=C(COc1ccc(Cl)cc1Cl)N1CCN(C/C=C/c2ccccc2)CC1 | -12 | 8 | -7 | -19 | -2.3 | 105 | -2.0 | 2 | -12
O=C1CN=C(c2ccc[nH]2)c2cc(Cl)ccc2N1 | 15 | 0 | -30 | -1 | -3.0 | 102 | -3.6 | 0 | -7
CCCCn1c(O)c(C(C)=NCCCn2ccnc2)c(=O)[nH]c1=O | 9 | 3 | 5 | -3 | 2.6 | 99 | -1.8 | 5 | -2
Cc1ccc(C(C)C)c(OCC#CCN2CCCC2)c1 | 14 | -3 | 1 | -3 | -3.1 | 102 | -0.7 | 0 | 10
CCOC(=O)C1=C(N)Oc2cc(C)oc(=O)c2C12C(=O)N1c3c(cc(OC)cc32)C(C)=CC1(C)C (centres undefined) | 8 | 25 | 14 | 1 | -2.9 | 104 | -2.9 | 5 | -29
O=c1[nH]c(=S)[nH]c(O)c1CN1CCCCC1 | 3 | 5 | 7 | 6 | -2.4 | 103 | -0.6 | 5 | -7
c1ccc2c(N3CCNCC3)nsc2c1 | 4 | 6 | 47 | 0 | -5.7 | 91 | -1.7 | 3 | 3
CC(c1ccccc1)n1cncc1C(=O)N1CCCC1=O (centres undefined) | 3 | -8 | -10 | 0 | -1.7 | 102 | -2.9 | 1 | 0
Cc1ccsc1C(=O)C1CCCN(Cc2c(C)nn(C(C)C)c2C)C1 (centres undefined) | 29 | 3 | 37 | 12 | 2.0 | 92 | -0.2 | -1 | 12
c1ccc2c(NC3=NCCS3)cccc2c1 | 73 | -2 | 11 | -4 | -0.9 | 104 | -0.1 | 7 | 4
COc1cc(OC)c(OC)cc1CNCCc1ccc(F)cc1 | -6 | 6 | 9 | 15 | -1.9 | 104 | -0.8 | 2 | 9
CC(C)C(=O)N1CCN(CCN=Cc2c(O)n(C)c(=O)n(C)c2=O)CC1 | 16 | -7 | -67 | -1 | -0.8 | 100 | -1.2 | 2 | 6

Part of the list above, showing only HCV NS3 hel inh and UBC9 SUMO inh:
SMILES	HCV NS3 hel inh	UBC9 SUMO inh
Cc1ccc(C(C)C)c(OCC#CCN2CCCC2)c1	-3	14
CCOC(=O)C1=C(N)Oc2cc(C)oc(=O)c2C12C(=O)N1c3c(cc(OC)cc32)C(C)=CC1(C)C (centres undefined)	1	8

Reformatted with tabs: 10 of the compounds above.
SMILES	UBC9 SUMO inh	p-CIP stab down	PHOSPHO1 block	HCV NS3 hel inh	VIM-2 inhibitor	MEKK3 PB1 HTS	IMP-1 inh	IDE cell activ	FID counter
CCCCn1c(O)c(C(C)=NCCCn2ccnc2)c(=O)[nH]c1=O	9	3	5	-3	2.6	99	-1.8	5	-2
Cc1ccc(C(C)C)c(OCC#CCN2CCCC2)c1	14	-3	1	-3	-3.1	102	-0.7	0	10
CCOC(=O)C1=C(N)Oc2cc(C)oc(=O)c2C12C(=O)N1c3c(cc(OC)cc32)C(C)=CC1(C)C (centres undefined)	8	25	14	1	-2.9	104	-2.9	5	-29
O=c1[nH]c(=S)[nH]c(O)c1CN1CCCCC1	3	5	7	6	-2.4	103	-0.6	5	-7
c1ccc2c(N3CCNCC3)nsc2c1	4	6	47	0	-5.7	91	-1.7	3	3
CC(c1ccccc1)n1cncc1C(=O)N1CCCC1=O (centres undefined)	3	-8	-10	0	-1.7	102	-2.9	1	0
Cc1ccsc1C(=O)C1CCCN(Cc2c(C)nn(C(C)C)c2C)C1 (centres undefined)	29	3	37	12	2.0	92	-0.2	-1	12
c1ccc2c(NC3=NCCS3)cccc2c1	73	-2	11	-4	-0.9	104	-0.1	7	4
COc1cc(OC)c(OC)cc1CNCCc1ccc(F)cc1	-6	6	9	15	-1.9	104	-0.8	2	9
CC(C)C(=O)N1CCN(CCN=Cc2c(O)n(C)c(=O)n(C)c2=O)CC1	16	-7	-67	-1	-0.8	100	-1.2	2	6

Additional structures follow:
SMILES | UBC9 SUMO inh | p-CIP stab down | PHOSPHO1 block | HCV NS3 hel inh | VIM-2 inhibitor | MEKK3 PB1 HTS | IMP-1 inh | IDE cell activ | FID counter
CN(C)CC#CCC(O)(c1ccccc1)C1CCCC1 (centres undefined) | -1 | 7 | 32 | -10 | -4.3 | 93 | -7.1 | 2 | 12
CC(=O)C1(c2ccccc2)CCNCC1 | -14 | -6 | 0 | 15 | -4.2 | 103 | -3.5 | 6 | 4
O=c1c2cc([N+](=O)[O-])ccc2nc(CN2CCOCC2)n1-c1ccccc1F | 15 | -23 | 19 | 1 | -1.7 | 110 | -3.9 | . | 1
COc1ccc2nc(NC3=NCCN3)sc2c1 | 17 | -4 | -7 | 7 | -1.3 | 100 | -1.5 | 5 | -4
CC(=O)c1cn(Cc2ccccc2C#N)c2ccccc12 | -10 | -34 | 23 | -3 | -2.6 | 99 | -1.5 | 0 | 3
Cc1ccccc1-n1c(O)c(/C=N/c2nccs2)c(=O)[nH]c1=O | -6&2 | -2&-18 | -34&5 | 1&4 | -1.0&-3.4 | 93&104 | 1.0&-3.6 | 3&-2 | 0&1
CCCCSP1(=S)NCCCO1 (centres undefined) | 4 | -9 | 4 | -11 | 0.2 | 97 | 0.1 | 1 | 0
O=c1[nH]c(=O)n(CCC2=CCCCC2)c(O)c1C=Nc1cccc(F)c1 | 11 | -20 | 18 | 9 | -1.9 | 104 | -2.6 | -3 | -5
CN1C(=O)NC(=O)/C(=C/c2ccc([N+](=O)[O-])s2)C1=O | 46 | -20 | -84 | 16 | -0.4 | 104 | -1.4 | -4 | -2
CC(C)c1cccc(C(C)C)c1OCCn1ccnc1 | 23 | -6 | -18 | -9 | -1.7 | 77 | -2.5 | 3 | 8
O=C(N/N=C/c1c(O)n(CCc2ccc(F)cc2)c(=O)[nH]c1=O)c1ccccc1 | 15 | -6 | 19 | -2 | -1.3 | 101 | -1.8 | . | -7
O=C(C(=O)N1CCOCC1)c1cn(Cc2ccc(F)cc2)c2ccccc12 | 27 | -13 | 18 | -3 | -2.1 | 93 | -3.0 | -1 | -25
O=c1[nH]c(=O)n(-c2ccccc2)c(O)c1N=Nc1ccc(Br)cc1 | 14 | -36 | 15 | 5 | -2.6 | 101 | -2.9 | 4 | -1
COc1ccc(C(CNC(=O)c2ccc3c(c2)CCC3)N(C)C)cc1 (centres undefined) | -11 | -7 | 31 | -2 | -4.6 | 100 | -4.1 | 5 | 9
O=C(CCn1nc(-c2ccc(Cl)cc2)ccc1=O)N1CCC2(CC1)OCCO2 | 7 | 11 | 18 | -7 | -2.5 | 103 | -2.8 | 0 | -24
Cc1ccc(OCC(=O)N2CCN(CC3CC4C=CC3C4)CC2)cc1 (centres undefined) | 10 | -13 | 20 | 2 | -0.8 | 104 | -2.2 | 2 | -5
Cc1ccc(C2CC(=O)C(C=NCCN3CCN(C(=O)Cc4ccccc4)CC3)=C(O)C2)cc1 (centres undefined) | 5 | 4 | 34 | -10 | -3.6 | 101 | -3.0 | 1 | -39
Cc1c(N=Cc2c(O)n(Cc3ccco3)c(=O)[nH]c2=O)c(=O)n(-c2ccccc2)n1C | 16 | -17 | 7 | 5 | -7.8 | 102 | -7.9 | 0 | -29
CC(=O)N(C1=NCCCS1)c1ccc(Cl)cc1 | -11 | 12 | -17 | 0 | -1.5 | 94 | -1.9 | 9 | 3
O=c1[nH]c(=S)[nH]c(O)c1N=Nc1ccc(S(=O)(=O)N2CCOCC2)cc1 | 15 | -7 | 36 | -13 | -2.3 | 90 | -2.5 | 2 | 1
Cc1cccc(NC(=O)C(C)N2CC=C(c3ccccc3)CC2)c1 (centres undefined) | -6 | 7 | 24 | 10 | -0.2 | . | -2.4 | 0 | 3
CCCCn1c(=O)c(C(=O)Nc2ccccc2N)c(O)c2ccccc21 | 0 | 5 | 39 | 3 | -2.1 | 104 | -1.6 | -2 | 0
CC(C)c1ccc(C2NCc3ccccc3-n3cccc32)cc1 (centres undefined) | -15 | -6 | 24 | -76 | -1.6 | 113 | -2.4 | 3 | 18
O=C(c1cn(Cc2ccccc2)c2ccccc12)N1CCCCC1 | 0 | 4 | 41 | -8 | -4.2 | 103 | -1.3 | 0 | -22
COc1cc(C)cc2oc(=O)c(CC(=O)N3C[C@H]4C[C@@H](C3)c3cccc(=O)n3C4)c(C)c12 | 40 | -6 | 24 | -18 | 0.7 | 98 | -1.4 | 0 | -27
CCOc1ccccc1-n1c(O)c(C=NCCCn2ccnc2)c(=O)[nH]c1=O | 18 | 2 | 28 | -7 | -2.7 | 94 | -2.5 | 6 | 0
CN(C)[C@@H]1C(=O)C(C(N)=O)=C(O)[C@@]2(O)C(=O)C3=C(O)c4c(O)cccc4[C@@](C)(O)[C@H]3[C@H](O)[C@@H]12 | 47 | -7 | 6 | 36* | 0.4 | 90 | -1.1 | -1&-6 | -9
O=c1[nH]c(=O)n(C2CCCCC2)c(O)c1C1NCCc2ccccc21 (centres undefined) | -4 | 2 | 32 | 12 | -2.3 | 95 | -2.3 | 5 | -16
C=C(CC1CC(O)[C@]2(C)OC3CC4OC5C[C@]6(C)O[C@]7(C)CCC8OC9C[C@]%10(C)OC%11C(C)=CC(=O)OC%11CC%10OC9C[C@@H](C)C8OC7CC6O[C@]5(C)C/C=C\C4OC3CC2O1)C(=O)O (some centres undefined) | 6 | -10 | -8 | 9 | -1.5 | 105 | -2.8 | 1 | -39
CC(=O)Nc1ccccc1C(=O)OCc1ccc(F)cc1 | 10 | -2 | 47 | 2 | 2.1 | 102 | 0.5 | 5 | -9

Source: PubChem (several laboratories)
